Bioassay records (PubChem BioAssay)
H37Rv inhibition – M. tuberculosis growth inhibition, HTS (AID 449762). M. tuberculosis H37Rv growth inhibition, 7H9 media; higher % means a stronger effect. inhibition, % at 25 µM, or IC50 in µM where a hit was titrated. actives 0.59% (n = 330,000); in the data active means a potency from the dose series; inconclusive means inhibition above about 70% without an active follow-up result;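 further: bacterial growth assessed after seven days of incubation; strong numbers were not always called active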
PhoP GFP inhibition – PhoP regulon inhibitors, Salmonella typhi PhoP promoter GFP reporter, confirmatory (AID 1850). Salmonella Typhi PhoP-promoter GFP reporter, fluorescence, 4 h; higher % means a stronger effect. inhibition, % at 50 µM, or IC50 in µM where a hit was titrated. actives 0.33% (n = 310,000); in the data active means a potency from the dose series; inconclusive means inhibition mostly from about 25% at the one dose, without a potency; inactive means the rest, 99 in 100 with inhibition below about 19%;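 further: 0% = induced wells with vehicle and 100% = uninduced wells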
tuberculosis growth – growth inhibition of non-replicating M. tuberculosis (AID 488890) | Mycobacterium tuberculosis non-replicating, growth inhibition; higher % means a stronger effect | one-dose inhibition, % at 25 µM; IC50 in µM for titrated hits | actives 0.39% (n = 320,000); in the data active means a potency from the dose series; inconclusive means inhibition mostly from about 82% at the one dose, without a potency; inactive means the rest, 99 in 100 with inhibition below about 76%;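 further: plate controls were DMSO cells for no effect and high antibiotic wells for full effect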
inhibitors of VEEV – inhibitors of VEEV TC-83 cytopathic effect, confirmation, Vero cells (AID 588727) | Vero cells, VEEV TC-83 cytopathic effect inhibition; higher % means a stronger effect | one-dose inhibition, % at 20 µM; IC50 in µM for titrated hits | actives 0.13% (n = 350,000); in the data active means a potency from the dose series; inconclusive means inhibition mostly from about 14% at the one dose, without a potency; inactive means the rest, 99 in 100 with inhibition below about 12%; further: strong numbers were not always called active
H1N1 NS1A inhibition – H1N1 influenza NS1A inhibitors, functional cell based assay (AID 504329) | actives 0.3% (n = 340,000) | NS1A functional cell-based assay, percent inhibition; higher % means a stronger effect | inhibition, % at 12.5 µM; hits with a dose series show IC50 in µM; in the data active means a potency from the dose series; inconclusive means inhibition above about 27% without an active follow-up result; further: strong numbers were not always called active
inhibitors of VEEV 10K pilot screen – further read-out of inhibitors of VEEV, marked with its call; inhibition, %; measured here: 10K pilot screen inhibition
Active calls of the source: *; i = inactive; ? = inconclusive; / = not tested or not shown; & = joins results of further samples.

The first 14 entries, to show the layout:
SMILES	H37Rv inhibition	PhoP GFP inhibition	tuberculosis growth	inhibitors of VEEV	H1N1 NS1A inhibition	others
COC(=O)c1ccc(C)c(NC(=O)CCSc2ccc(Cl)cc2)c1	0%	0%	7%	2.9%	13%
Cc1ccc(CN2CCN(Cc3cn(C(C)C)c4ccccc34)CC2CCO)o1 (stereo not given)	-3%	-13%	48%	1.4%	15%
COc1cccc(NC(=S)NNC(=O)C(C)n2nc(C)c([N+](=O)[O-])c2C)c1 (stereo not given)	-8%	2%	14%	4.8%	23%
Cc1cccc(-n2c(SCC(=O)N3CC(=O)Nc4ccccc43)nc3ccccc3c2=O)c1	11%	4%	43%	13%	0%
CC1CN(C(=O)Cn2c(C(F)(F)F)nc3ccccc32)CC(C)O1 (stereo not given)	-6%	-2%	-18%	1.2%	-2%
CCc1nccn1CCC(=O)NC1CC(C)(C)Cc2c1cnn2-c1cccc(F)c1 (stereo not given)	5%	-10%	-1%	2.2%	-9%
CN(C)Cc1c(C(=O)N/N=C/c2ccc(-c3ccccc3)cc2)nnn1-c1nonc1N	4%	10%	-14%	1.0%	0%
CC(=O)Nc1ccc(NC(=O)C(C)OC(=O)C2CCCCC2)cc1 (stereo not given)	-10%	/	9%	2.0%	-7%
COCCCN(C(=O)c1ccc(N2CCCC2=O)cc1)c1c(N)n(Cc2ccccc2)c(=O)[nH]c1=O	3%	-8%	16%	0.9%	-7%
COCCCN(C(=S)Nc1cccc(Cl)c1)C(C)c1ccncc1 (stereo not given)	3%	-7%	10%	1.5%	1%
COc1ccc(NC(=O)CCc2nc3ccccc3[nH]2)cc1	-5%	11%	-1%	0.7%	-1%
c1ccc2c(c1)CC1(CCCC1)N=C2N1CCOCC1	0%	-11%	2%	0.3%	15%
COc1ccc(N2CC(C(=O)Nc3ccc(S(=O)(=O)Nc4nccs4)cc3)CC2=O)cc1 (stereo not given)	33%	1%	36%	0.4%	-4%
Cc1c(CN2CCC(n3nccc3NC(=O)C3CCOC3)CC2)[nH]c2ccccc12 (stereo not given)	3%	1%	-8%	1.0%	-5%

This part in full, repeating the preview:
SMILES	H37Rv inhibition	PhoP GFP inhibition	tuberculosis growth	inhibitors of VEEV	H1N1 NS1A inhibition	others
COC(=O)c1ccc(C)c(NC(=O)CCSc2ccc(Cl)cc2)c1	0%	0%	7%	2.9%	13%
Cc1ccc(CN2CCN(Cc3cn(C(C)C)c4ccccc34)CC2CCO)o1 (stereo not given)	-3%	-13%	48%	1.4%	15%
COc1cccc(NC(=S)NNC(=O)C(C)n2nc(C)c([N+](=O)[O-])c2C)c1 (stereo not given)	-8%	2%	14%	4.8%	23%
Cc1cccc(-n2c(SCC(=O)N3CC(=O)Nc4ccccc43)nc3ccccc3c2=O)c1	11%	4%	43%	13%	0%
CC1CN(C(=O)Cn2c(C(F)(F)F)nc3ccccc32)CC(C)O1 (stereo not given)	-6%	-2%	-18%	1.2%	-2%
CCc1nccn1CCC(=O)NC1CC(C)(C)Cc2c1cnn2-c1cccc(F)c1 (stereo not given)	5%	-10%	-1%	2.2%	-9%
CN(C)Cc1c(C(=O)N/N=C/c2ccc(-c3ccccc3)cc2)nnn1-c1nonc1N	4%	10%	-14%	1.0%	0%
CC(=O)Nc1ccc(NC(=O)C(C)OC(=O)C2CCCCC2)cc1 (stereo not given)	-10%	/	9%	2.0%	-7%
COCCCN(C(=O)c1ccc(N2CCCC2=O)cc1)c1c(N)n(Cc2ccccc2)c(=O)[nH]c1=O	3%	-8%	16%	0.9%	-7%
COCCCN(C(=S)Nc1cccc(Cl)c1)C(C)c1ccncc1 (stereo not given)	3%	-7%	10%	1.5%	1%
COc1ccc(NC(=O)CCc2nc3ccccc3[nH]2)cc1	-5%	11%	-1%	0.7%	-1%
c1ccc2c(c1)CC1(CCCC1)N=C2N1CCOCC1	0%	-11%	2%	0.3%	15%
COc1ccc(N2CC(C(=O)Nc3ccc(S(=O)(=O)Nc4nccs4)cc3)CC2=O)cc1 (stereo not given)	33%	1%	36%	0.4%	-4%
Cc1c(CN2CCC(n3nccc3NC(=O)C3CCOC3)CC2)[nH]c2ccccc12 (stereo not given)	3%	1%	-8%	1.0%	-5%
Fc1ccc2nc(Nc3nc4c(F)cc(F)cc4s3)sc2c1	1%	-13%	?	12%	-9%
CCC(=O)NC(NC(=S)Nc1c(C)n(C)n(-c2ccccc2)c1=O)C(Cl)(Cl)Cl (stereo not given)	-8%	2%	5%	i	-3%
Nc1nc(-c2ccco2)nn1C(=O)c1ccc([N+](=O)[O-])cc1	59%	7%	3%	1.9%	6%
CCN(CC)S(=O)(=O)c1csc(C(=O)NCc2ccccc2)c1	4%	13%	-4%	1.3%	19%
O=[N+]([O-])c1cccc(CN2CCN(Cc3ccc(Br)cc3)CC2)c1	14%	-1%	47%	i	-6%
CCOc1ccc(S(=O)(=O)Nc2nc3ccccc3nc2-n2ccc(=NC(=O)c3ccccc3C)cc2)cc1	-10%	-236%	-2%	0.1%	14%
CCCN(CCC)C(=O)C1CCCN(S(=O)(=O)c2ccc3c(c2)oc(=O)n3C)C1 (stereo not given)	5%	0%	2%	4.1%	-17%
CC(=O)Nc1ccccc1C(=O)OCc1ccc(F)cc1	8%	-20%	21%	1.9%	-11%
Cc1cccc(CCNC(=O)CCNS(=O)(=O)c2cc(Br)cnc2N)c1	9%	17%	7%	2.4%	1%
COc1ccccc1C(=O)NCC(=O)N/N=C(\C)Cc1ccccc1	12%	0%	3%	1.7%	-2%
O=C(Nc1ccccc1)C(=O)Nc1ccccn1	2%	-7%	14%	0.2%	-3%
Next part:
SMILES	H37Rv inhibition	PhoP GFP inhibition	tuberculosis growth	inhibitors of VEEV	H1N1 NS1A inhibition	others
CC(=O)c1cccc(NC(=O)N2CCCC2C(=O)Nc2cc(C)ccc2C)c1 (stereo not given)	-1%	2%	6%	2.5%	2%
CCc1c(C(=O)Nc2ccccc2)c(C)[nH]c(=S)c1C#N	4%	16%	-15%	0.4%	-8%
O=C(O)CC(NS(=O)(=O)c1ccc2c(c1)OCCO2)c1ccccc1[N+](=O)[O-] (stereo not given)	-3%	/	5%	i	4%
Cc1ccccc1-c1noc(-c2ccccc2F)n1	/	-7%	/	i	-3%
Cc1cc(O)c(/C=N/c2ccccn2)c(=O)o1	-5%	4%	-15%	0.3%	-14%
CCOc1ccc2[nH]c(=O)c(CN(Cc3cccs3)Cc3nnnn3C(C)(C)C)cc2c1	4%	2%&25%	36%	6.2%	1%
CS(=O)(=O)N(CC(=O)NCCSCc1ccco1)c1ccc(Cl)cc1	-2%	-3%	?	i	-1%
CCOc1ccc2nc(Cl)c(C3CC(c4ccccc4)=NN3C(=O)c3ccco3)cc2c1 (stereo not given)	4%	-8%	75%	/	/
CS(=O)(=O)N(CC(=O)NC1CCCCCC1)Cc1ccc(Cl)cc1	-4%	7%	-7%	1.0%	-1%
COCCn1c(N)c(C(=O)NCc2cccs2)c2nc3ccccc3nc21	3%	14%	28%	i	-15%
CN(Cc1nc2ccccc2n1C)C(=O)c1cccs1	-8%	6%	7%	1.1%	-9%
CN(C)CCCCOc1cccc(Br)c1	1%	1%	-14%	i	-4%
Cc1ccc(NC(=O)CSc2nnc(-c3ccncc3)s2)cc1	12%	6%	?	1.5%	-3%
CCc1nc(Nc2ccc(N3CCN(C(C)=O)CC3)cc2)c2oc3ccccc3c2n1	44%	2%	7%	7.7%	8%
CN(CCOc1ccccc1)C(=O)c1cc(COc2c(F)cccc2F)on1	8%	1%	25%	1.3%	0%
O=C(CN1C(=O)CCC1=O)Nc1ccc(Br)cc1	?	2%	18%	4.3%	12%
CCOC(=O)c1c(C)[nH]c(C(=O)N(C)Cc2cccc(OC)c2OC)c1C	0%	12%	2%	4.6%	5%
COc1cc(OC)cc(-c2nnc(SCC(=O)N(C(C)C)C(C)C)o2)c1	-10%	-10%	5%	1.8%	1%
O=C(COc1cccc(C(F)(F)F)c1)NNC(=O)Cc1ccc(S(=O)(=O)N2CCOCC2)s1	0%	/	-11%	2.3%	-8%
COC(=O)c1c(-c2ccccc2)c(-c2ccccc2)nn(C)c1=O	1%	-5%	5%	i	12%
Cc1ccc(C(=O)NCCNC(=O)c2ccco2)cc1C	-1%	3%	1%	3.4%	-6%
N#Cc1ccccc1NC(=O)COC(=O)COc1ccccc1[N+](=O)[O-]	-4%	-5%	-16%	1.1%	-7%
CC(=O)N(C1=C(O)c2ccccc2C(=O)C1=O)C1CCCCC1	3%	0%	6%	1.6%	3%
CCN(CC)Cc1c(O)ccc2c(-c3ccccc3)cc(=O)oc12	9%	1%	-4%	5.7%	6%
Cc1ccc(C(=O)OCc2nnc(-c3ccccc3)o2)o1	7%	-1%	?	0.7%	2%
The results go on.
SMILES	H37Rv inhibition	PhoP GFP inhibition	tuberculosis growth	inhibitors of VEEV	H1N1 NS1A inhibition	others
CCCCN(CCCC)CCCNC(=O)c1ccc2nc(-c3ccccc3NC(C)=O)c(=O)[nH]c2c1	6%	-14%	-1%	2.1%	-13%
CN1CCN(S(=O)(=O)c2cccc(C(=O)Oc3ccccc3Cl)c2)CC1	-13%	-5%	3%	2.0%	-8%
Cc1nc(-c2ccc(Cl)cc2)sc1C1(C)CC(c2c(Cl)cccc2Cl)=NO1 (stereo not given)	6%	-9%	-11%	0.8%	-5%
CC(=O)NC(c1ccc(Cl)cc1)c1c(O)ccc2ccc(O)cc12 (stereo not given)	0%	2%	-5%	6.5%	7%
CCOC(=O)N/N=C(/C)c1ccc([N+](=O)[O-])o1	3.9µM*	54µM*	?	i	2%
C=CCn1c(SCC(=O)Nc2ccc3c(c2)OCO3)nc2ccccc2c1=O	0%	-19%	-3%	i	-7%
Cc1cc(C)c2sc(NC(=O)c3ccc(N4C(=O)CCC4=O)cc3)nc2c1	-9%	-5%	-2%	1.6%	-1%
O=C(NCC1CC1)c1cccc2c1C(=O)c1ccc(-c3ccc(OC(F)(F)F)cc3)cc1S2(=O)=O	0%	/	18%	0.2%	13%
CCN(CC)S(=O)(=O)c1ccc(N(C)C)c(NC(=O)CSCc2c(C)noc2C)c1	-6%	-6%	10%	3.7%	8%
COC(=O)Cc1ccc(NC(=S)NCc2ccccc2)cc1	-5%	-6%	?	1.8%	18%
COc1nc(-c2ccccc2)ccc1-c1noc(-c2ccccc2)n1	-1%	-8%	10%	1.6%	-2%
Cc1ccc(S(=O)(=O)N2C[C@@H]3[C@H]4CC[C@H](C4)[C@@H]3[C@@H](C)[C@@H]2c2cccn2Cc2ccccc2)cc1	/	/	/	0.5%	-4%
CCOC(=O)c1sc(N)c(C#N)c1COC(=O)CNC(=O)c1ccccc1	-9%	-3%	-5%	6.9%	5%	inhibitors of VEEV 10K pilot screen=2.8
CCC1=C(OC(=O)N(CC)CC)N2C(=O)OC(=NCC3CC3)[C@]2(Cc2ccccc2)[C@H]2C1=CC[C@H]1C(=O)N(c3ccccc3)C(=O)[C@H]12	9%	-10%	51%	1.2%	14%
Cc1sc2ncnc(N)c2c1C	-6%	-17%	-5%	0.1%	4%
CN1CCCCc2c1nc1c(c2N)CCCC1	5%	0%	-4%	2.5%	17%	inhibitors of VEEV 10K pilot screen=0.4
CC1CCN(c2nc3c(c(=O)[nH]c(=O)n3C)n2CCCc2ccccc2)CC1	-15%	-4%	/	8.0%	8%
CCOc1ccccc1NC(=O)C1CCCN(C(=O)NCc2ccccc2)C1 (stereo not given)	-6%	-4%	-2%	6.2%	2%
CCN(CC)S(=O)(=O)c1ccc(OC)c(NS(=O)(=O)Cc2ccccc2)c1	3%	-6%	-2%	0.4%	-1%
CC(=O)N1[C@H](Cc2ccccc2)C=C[C@]1(C)C(=O)NCCN1CCOCC1	-4%	1%	3%	i	-5%
CC1CN(C(=S)Nc2ccc(Br)cc2Cl)CC(C)O1 (stereo not given)	-8%	-9%	30%	0.8%	1%
Cn1c(SCC(=O)OC2CCCCC2)nnc1-c1ccco1	1%	-2%	44%	i	-5%
CC(=O)c1cccc(NC(=O)c2cc(-c3cccs3)on2)c1	10%	-1%	24%	i	10%
N#Cc1ccc(OCC(=O)N2CCN(S(=O)(=O)c3cccs3)CC2)cc1	-6%	-2%	7%	1.8%	2%
CC(N=c1ccccn1C(=O)Nc1ccc(F)cc1)c1ccco1 (stereo not given)	-8%	-13%	-12%	i	5%
CC1CCN(CCCCOc2ccc(F)cc2)CC1	2%	21%	10%	0.8%	19%
